APJ ag: APJ receptor agonism. AID 2520. CHO-K1 APJ PathHunter beta-arrestin, luminescence; 0% DMSO wells, 100% apelin. P35414. hit rate 0.11% among 330,000. activation, % at 20 µM;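 active = activation more than six SD over the plate average, tested at 20 µM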;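 note: 0% = DMSO alone and 100% = apelin-13 at 10 nM; some results filed as inactive read as strong as hits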
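Test system – PathHunter CHO-K1 APJ (AGTRL-1) beta-arrestin reporter cells · Input – 1000 cells/well · Compound – single test compound dose, 20 µM final, 1% DMSO · Times – compound stimulation 90 min at 25 °C, detection 60 min · Technique – beta-gal luminescence · Read-out basis – APJ–arrestin association signal · Control set – negative DMSO alone, positive Apelin-13 at 10 nM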
XBP1 UPR activ: activators of adaptive arm of unfolded protein response (XBP1) | CHO-XBP1 luciferase reporter, IRE1-XBP1 UPR activation, luminescence; percent of tunicamycin response, DMSO as zero | activation, % at 20 µM | hit rate 0.33% among 330,000;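 active = versus positive control, 20 µM dose yields 30% or more activation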;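 note: 100% = tunicamycin at 10 µg/mL and 0% = DMSO only wells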
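Assay system: CHO-XBP1 luciferase reporter cells; Schedule: 6 h treatment, 37 °C; Detection: glow luminescence from Steady-Glo reagent; Benchmarks: high control tunicamycin 10 µg/mL final, low control DMSO vehicle only.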
CHOP UPR activ: apoptotic UPR (CHOP) activation; CHO-CHOP luciferase reporter, luminescence; percent of tunicamycin response over DMSO baseline; activation, % at 10 µM; hit rate 0.34% among 330,000;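 active = at 10 µM dose, activation of 40% or more, normalized to positive control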;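 note: 100% = tunicamycin at 10 µg/mL and 0% = DMSO alone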
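Test system: CHO-CHOP cells, stable luciferase reporter of PERK-eIF2a-CHOP signalling | Quantity: 500 CHO-CHOP cells per well | Buffer or medium: F12 plus 10% serum | Compound dosing: 10 µM single point, 0.5% DMSO | Schedule: 6 h compound treatment, 37 °C | Signal: Luciferase luminescence | Control set: Tunicamycin high control, DMSO low control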
Mdm2-MdmX inh: inhibitors of human Mdm2/MdmX interaction; O15151+Q00987; SaOS-2 split-luciferase Mdm2/MdmX complementation, luminescence; inhibition, % at 8 µM; hit rate 3% among 330,000; AID 485346;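 active = inhibition of at least 50% at 8 µM in the primary screen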
Target sequence (O15151 whole entry, looked up): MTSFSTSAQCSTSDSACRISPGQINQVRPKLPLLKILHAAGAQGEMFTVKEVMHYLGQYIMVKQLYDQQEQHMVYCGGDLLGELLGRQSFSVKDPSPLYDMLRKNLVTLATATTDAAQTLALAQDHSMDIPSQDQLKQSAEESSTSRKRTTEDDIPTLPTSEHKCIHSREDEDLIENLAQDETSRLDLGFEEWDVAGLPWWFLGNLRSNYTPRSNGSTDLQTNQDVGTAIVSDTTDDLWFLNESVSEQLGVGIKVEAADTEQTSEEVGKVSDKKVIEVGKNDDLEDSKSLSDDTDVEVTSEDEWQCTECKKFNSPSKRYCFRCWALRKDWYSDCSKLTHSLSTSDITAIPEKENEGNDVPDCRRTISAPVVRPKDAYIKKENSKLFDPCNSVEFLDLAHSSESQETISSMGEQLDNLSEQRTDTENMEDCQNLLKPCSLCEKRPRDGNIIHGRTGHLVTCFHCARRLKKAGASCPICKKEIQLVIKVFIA
Target sequence (Q00987 whole entry, looked up): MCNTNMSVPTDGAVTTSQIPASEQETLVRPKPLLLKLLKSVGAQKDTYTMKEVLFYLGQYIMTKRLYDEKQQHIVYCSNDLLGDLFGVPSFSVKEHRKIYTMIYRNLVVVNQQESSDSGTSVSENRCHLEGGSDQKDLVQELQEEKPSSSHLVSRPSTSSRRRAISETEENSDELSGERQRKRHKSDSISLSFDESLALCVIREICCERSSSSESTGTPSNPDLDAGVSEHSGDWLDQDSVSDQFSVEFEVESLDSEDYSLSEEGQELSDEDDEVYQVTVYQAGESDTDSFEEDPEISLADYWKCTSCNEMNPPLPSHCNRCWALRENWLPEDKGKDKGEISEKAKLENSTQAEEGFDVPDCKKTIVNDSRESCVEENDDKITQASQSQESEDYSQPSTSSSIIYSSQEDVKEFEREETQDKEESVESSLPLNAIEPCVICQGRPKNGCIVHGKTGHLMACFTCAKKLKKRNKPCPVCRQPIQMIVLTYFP
TIM10 inh: inhibits growth of TIM10 yeast strain; S. cerevisiae TIM10 strain growth, BacTiter-Glo luminescence, 24 h; inhibition, % at 10 µM; hit rate 1.4% among 330,000; AID 463195;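 active = inhibition of 40% or more at the single tested concentration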;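 note: wild-type TIM10 isogenic control strain grown at permissive 25 °C; 0% = DMSO yeast wells and 100% = minimal medium wells without yeast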
CXCR6 inh: CXCR6 (human) receptor inhibition; O00574; inhibition, % at 20 µM; CHO-K1 PathHunter CXCR6 beta-arrestin, luminescence; hit rate 0.36% among 360,000; in the data active = inhibition above about 34%, passing the limit was not always enough;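 note: antagonist mode with CXCL16 agonist at 10 nM final; 0% = 10 nM CXCL16 with DMSO and 100% = unstimulated wells without agonist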
tim10-1 inh: tim10-1 yeast growth inhibition; inhibition, % at 20 µM; hit rate 2.2% among 330,000; S. cerevisiae tim10-1 ts strain growth, BacTiter-Glo, 24 h;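 active = inhibition of at least 40%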;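 note: mutant grown at 25 °C; 0% = DMSO wells with yeast and 100% = wells holding no yeast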
APJ antagonist: blocks the human apelin receptor APJ; CHO-K1 APJ beta-arrestin complementation, luminescence; inhibition, % at 20 µM; hit rate 0.32% among 330,000;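 active = inhibition above about 40% at 20 µM, limit read from the data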;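 note: cells challenged with 10 nM apelin-13 agonist together with compound; plate controls were apelin-13 plus DMSO wells for no effect and DMSO wells lacking apelin-13 for full effect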
tim23-1 inh: inhibits growth of tim23-1 mutant yeast. S. cerevisiae tim23-1 growth, BacTiter-Glo luminescence, 24 h. hit rate 1.3% among 330,000. AID 463212. inhibition, % at 20 µM;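 active = growth inhibition of the mutant yeast at or above 50%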;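 note: temperature-sensitive mutant grown at 25 °C; plate controls were DMSO-treated mutant yeast for no effect and medium wells lacking yeast for full effect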
* = called active by the depositor. The list is partial. The share of hits here may be higher or lower than overall.

[1] CC(OC(=O)c1ccc(Br)o1)C(=O)Nc1ccc2c(c1)OCCO2 (stereo unspecified)
[2] O=C(c1ccc(COc2ccc3c(c2)CCC3)o1)N1CCN(c2ccccc2)CC1
[3] CCOC(=O)c1ccc(CSc2nnc(-c3ccncc3)n2N)cc1
[4] COc1ccc(C2N(c3ccc(OC)cc3)C(=S)N3CCCN23)cc1 (stereo unspecified)
[5] CCN1CCN(C(=O)c2ccc(S(=O)(=O)Nc3ccccc3)cc2)CC1
[6] O=C(Nc1ccc(F)cc1)NC1(C(=O)NCc2ccc3c(c2)OCO3)CCCCC1
[7] COc1ccc(-n2nnnc2SCC(=O)NCCc2ccc(OC)c(OC)c2)cc1
[8] COc1ccccc1-n1c(SC)nc2c(sc(=S)n2-c2ccccc2)c1=O
compound no. | 1 | 2 | 3 | 4 | 5 | 6 | 7 | 8
APJ ag | -2 | -5 | -4 | -3 | -2 | 3 | -6 | -2
XBP1 UPR activ | 0 | -4 | -1 | 2 | -1 | -3 | 0 | -4
CHOP UPR activ | -0.3 | 1.7 | 5.5 | 3.0 | 4.4 | 0.7 | -2.3 | -0.3
Mdm2-MdmX inh | -6 | 11 | 30 | -10 | 24 | 14 | -3 | 18
TIM10 inh | -3 | 19 | -4 | 14 | 16 | -2 | 4 | 24
CXCR6 inh | 1 | 4 | 2 | 12 | 2 | -3 | -5 | 2
tim10-1 inh | -4 | -3 | -11 | -1 | 7 | 4 | 15 | -14
APJ antagonist | 8 | 13 | -14 | 2 | 19 | 7 | 6 | 10
tim23-1 inh | 14 | 22 | -7 | 26 | 3 | -2 | 4 | 11

Entries of single compounds, quoted from the list:
`CCN1CCN(C(=O)c2ccc(S(=O)(=O)Nc3ccccc3)cc2)CC1` is listed with APJ ag: -2; XBP1 UPR activ: -1; CHOP UPR activ: 4.4; Mdm2-MdmX inh: 24; TIM10 inh: 16; CXCR6 inh: 2; tim10-1 inh: 7; APJ antagonist: 19; tim23-1 inh: 3
`COc1ccccc1-n1c(SC)nc2c(sc(=S)n2-c2ccccc2)c1=O` is listed with APJ ag: -2; XBP1 UPR activ: -4; CHOP UPR activ: -0.3; Mdm2-MdmX inh: 18; TIM10 inh: 24; CXCR6 inh: 2; tim10-1 inh: -14; APJ antagonist: 10; tim23-1 inh: 11

(continued)
[9] CCN(CC)CCNC(=O)C(C(=O)c1ccccc1)n1ccccc1=O (stereo unspecified)
[10] c1cncc(CNc2ncnc3ccc(-c4ccoc4)cc23)c1
[11] Oc1c(Cl)cc(Cl)cc1C=Nc1ccc(N2CCOCC2)cc1
[12] COc1ccc2cc(C(=O)C3CCCN(C(=O)CSc4nnc(C)o4)C3)ccc2c1 (stereo unspecified)
[13] Cc1ccc(C(=O)NCCONC(=O)c2ccc(C)cc2)cc1
[14] CN1CC(c2ccccn2)C2(SC(=S)N(Cc3ccccc3)C2=O)C12C(=O)Nc1ccccc12 (stereo unspecified)
[15] Cc1cc(C)c(S(=O)(=O)N2CCN(c3ccc([N+](=O)[O-])c(-n4nc(C)cc4C)c3)CC2)c(C)c1
[16] COc1ccc(-n2c(SCC(=O)NCc3cccs3)nc3[nH]ncc3c2=O)cc1
compound no. | 9 | 10 | 11 | 12 | 13 | 14 | 15 | 16
APJ ag | 0 | -1 | -5 | -3 | -4 | -5 | -3 | -3
XBP1 UPR activ | -2 | -1 | -1 | 1 | -3 | -1 | -1 | -2
CHOP UPR activ | 0.7 | -3.2 | -0.3 | -2.4 | 0.0 | 0.7 | -1.8 | 0.1
Mdm2-MdmX inh | 9 | 70* | 23 | -11 | 15 | 21 | 18 | 1
TIM10 inh | 5 | 6 | 66* | 9 | 0 | 15 | 23 | 13
CXCR6 inh | 1 | -6 | 31 | -23 | 4 | -3 | 6 | 4
tim10-1 inh | -3 | 3 | 16 | 15 | -10 | 29 | 23 | 10
APJ antagonist | 15 | -4 | 2 | 6 | 16 | 5 | 10 | 4
tim23-1 inh | 1 | 7 | 74* | 4 | -7 | 20 | 28 | 0

[17] CN(Cc1ccc(OC(F)F)cc1)Cc1nc2c(Br)cc(Br)cc2c(=O)[nH]1
[18] CCCOc1ccc(C(=O)NCC2OCCc3ccccc32)cc1OC (stereo unspecified)
[19] CCCCCN(C(=O)CN1CCC(Cc2ccccc2)CC1)c1c(N)n(CCCC)c(=O)[nH]c1=O
[20] CCOc1ccc(S(=O)(=O)Nc2ccc(C(=O)NCC3(N4CCCCC4)CCCCC3)cc2)cc1
[21] Cc1cc(Cl)ccc1C(=O)C1CCCN(C(=O)CCn2cnnn2)C1 (stereo unspecified)
[22] COc1ccc(C2(C(=O)NC3CCCCC3)CCOCC2)cc1OC
[23] O=C(c1cccc(S(=O)(=O)N2CCCC2)c1)N(Cc1ccco1)C1CCS(=O)(=O)C1 (stereo unspecified)
[24] CCN(c1ccccc1)S(=O)(=O)c1ccc2[nH]cc(C(=O)NCCOC)c(=O)c2c1
compound no. | 17 | 18 | 19 | 20 | 21 | 22 | 23 | 24
APJ ag | -3 | 1 | -1 | -3 | 0 | 0 | -2 | 0
XBP1 UPR activ | 1 | -3 | -1 | -1 | -2 | 1 | -2 | 8
CHOP UPR activ | -1.2 | 1.1 | 0.7 | -1.5 | -0.4 | 1.9 | 0.6 | -1.1
Mdm2-MdmX inh | 25 | 11 | 14 | 41 | -34 | -1 | 11 | 16
TIM10 inh | 34 | 2 | 7 | -5 | 15 | 8 | 1 | 3
CXCR6 inh | -19 | 10 | -2 | 4 | 0 | -2 | -8 | 2
tim10-1 inh | 19 | 17 | 12 | -3 | 3 | 14 | 9 | -3
APJ antagonist | 1 | -2 | 9 | 8 | -2 | 12 | -17 | -5
tim23-1 inh | 10 | 16 | 1 | -4 | 4 | 11 | 1 | -5

Given with tabs: 3 of the compounds above
No.	SMILES	APJ ag	XBP1 UPR activ	CHOP UPR activ	Mdm2-MdmX inh	TIM10 inh	CXCR6 inh	tim10-1 inh	APJ antagonist	tim23-1 inh
18	CCCOc1ccc(C(=O)NCC2OCCc3ccccc32)cc1OC (stereo unspecified)	1	-3	1.1	11	2	10	17	-2	16
20	CCOc1ccc(S(=O)(=O)Nc2ccc(C(=O)NCC3(N4CCCCC4)CCCCC3)cc2)cc1	-3	-1	-1.5	41	-5	4	-3	8	-4
23	O=C(c1cccc(S(=O)(=O)N2CCCC2)c1)N(Cc1ccco1)C1CCS(=O)(=O)C1 (stereo unspecified)	-2	-2	0.6	11	1	-8	9	-17	1

(cont.)
[25] CC(C)NC(=S)NC(c1ccccc1)(c1ccccc1)c1ccccc1
[26] COc1cc(/C=N/NC(=O)CN2CCOCC2)ccc1OCc1ccccc1
[27] O=C(NC1CCCCC1)N1CCCC(c2nc3ccccc3[nH]2)C1 (stereo unspecified)
[28] CN(C)CC(c1ccccc1)c1ccccc1
compound no. | 25 | 26 | 27 | 28
APJ ag | -7 | 0 | 0 | -2
XBP1 UPR activ | -5 | -1 | -2 | 4
CHOP UPR activ | 1.9 | -0.8 | -0.3 | -0.9
Mdm2-MdmX inh | 50 | -56 | 11 | -7
TIM10 inh | 45* | -13 | 15 | -13
CXCR6 inh | 13 | 1 | -5 | 2
tim10-1 inh | 34 | 9 | 10 | -12
APJ antagonist | 12 | 5 | -22 | 1
tim23-1 inh | 44 | 7 | 30 | 2
